Bioassay records as filed in PubChem BioAssay.
WRN helicase inh: WRN helicase (human) inhibition. Potency, µM (series often up to 114 µM), for inactives: top-dose activity change, negative = inhibition, most hits filed as inhibitors. Q14191. WRN helicase unwinding, fluorescent forked duplex, kinetic. 0.46% of 360,000 active. AID 651768; also: potency is read from the fitted curve at half-maximal effect; % is scaled to controls: 0 for no effect and ±100 for the full control effect; nearly all actives have a fitted effect of over 55% in size
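Primary qHTS, 1536-well format. 20 nM WRN + compound, 15 min RT; start with 100 nM forked fluorophore/quencher duplex, 2 mM ATP (final); kinetic read ex 525/em 598 nm.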
EPAC1 ag: EPAC1 (human) agonism; O95398; EPAC1 agonist qHTS, biochemical assay; response scale: 100% = response to 6.5 mM cAMP; Potency, µM (series often up to 154 µM), for inactives: at the top dose activation, hits mostly activators; 0.073% of 360,000 active; AID 720707; also: potency is read from the fitted curve at half-maximal effect; nearly all actives have a fitted effect of over 60% in size
Target sequence (O95398 whole entry, looked up): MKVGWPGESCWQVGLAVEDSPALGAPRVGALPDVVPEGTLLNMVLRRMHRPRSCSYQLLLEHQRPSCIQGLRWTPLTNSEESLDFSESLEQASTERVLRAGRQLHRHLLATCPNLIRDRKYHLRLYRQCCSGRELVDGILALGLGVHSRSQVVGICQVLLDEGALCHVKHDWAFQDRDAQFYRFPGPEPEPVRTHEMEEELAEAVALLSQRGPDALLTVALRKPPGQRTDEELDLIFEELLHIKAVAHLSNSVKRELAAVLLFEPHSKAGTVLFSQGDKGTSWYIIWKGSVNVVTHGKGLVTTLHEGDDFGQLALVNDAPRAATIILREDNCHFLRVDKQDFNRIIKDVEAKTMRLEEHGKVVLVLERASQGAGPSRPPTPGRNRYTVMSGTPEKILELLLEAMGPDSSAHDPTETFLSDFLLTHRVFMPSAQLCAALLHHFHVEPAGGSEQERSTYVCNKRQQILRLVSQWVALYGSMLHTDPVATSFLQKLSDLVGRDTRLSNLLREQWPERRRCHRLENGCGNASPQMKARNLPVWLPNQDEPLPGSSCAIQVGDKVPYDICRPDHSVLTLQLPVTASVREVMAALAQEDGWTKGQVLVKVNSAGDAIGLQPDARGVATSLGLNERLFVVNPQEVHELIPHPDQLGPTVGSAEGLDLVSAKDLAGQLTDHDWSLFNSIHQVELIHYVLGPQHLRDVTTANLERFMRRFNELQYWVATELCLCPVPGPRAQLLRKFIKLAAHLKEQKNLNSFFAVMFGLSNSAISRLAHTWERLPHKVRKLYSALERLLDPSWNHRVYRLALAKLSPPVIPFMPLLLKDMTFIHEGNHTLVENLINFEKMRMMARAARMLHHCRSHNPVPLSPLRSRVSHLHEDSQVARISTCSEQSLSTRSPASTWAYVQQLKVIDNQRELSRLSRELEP
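Normalized to 6.5 mM cAMP, activity reflects EPAC1-catalysed release of BODIPY-GDP from Rap1B, followed kinetically over 30 min at 480 nm excitation, 540 nm emission. Reaction contained 100 nM EPAC1, 250 nM Rap1B-BODIPY-GDP, 50 uM GDP.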
EPAC2 agonist: activates human EPAC2 exchange factor. Q8WZA2. EPAC2 activation, biochemical qHTS; response scale: 100% = 6.5 mM cAMP response. Potency, µM (series often up to 154 µM), inactives show at the highest dose activation, most hits filed as activators. 0.079% of 360,000 active; also: potency is read from the fitted curve at half-maximal effect; nearly all actives have a fitted effect of over 50% in size
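Fluorescence exchange assay: 100 nM EPAC2 with 250 nM RAP1B-BODIPY-GDP and 50 uM GDP; compounds tested as a concentration-titration series (qHTS). Loss of Rap1-bound BODIPY-GDP fluorescence read at 480/540 nm; data normalized to 6.5 mM cAMP.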
CCT modulator: cytosolic chaperonin activity modulation. purified chaperonin ATPase assay, HTRF ADP detection, 30 min. 0.3% of 360,000 active. AID 651819. activity change, % (concentration not given with the values), hits read low; in the data active = activity change below about -30%; also: % is scaled to controls: 0 for no effect and ±100 for the full control effect
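TRiC (40 or 20 nM final, by batch activity) in 30 mM Tris pH 7.4, 100 mM KCl, 5 mM MgCl2, 1 mM DTT was treated with compound at 76 uM single dose, then 10 uM ATP, 30 min at 37 °C. ADP was read by HTRF Transcreener.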
PLK1 PBD block: PLK1 (human) polo-box domain binding inhibition; P53350; Potency, µM, for the others: max response, negative = inhibition, hits mostly inhibitors; Plk1 PBD binding of FITC phosphopeptide, fluorescence polarization; 2.8% of 360,000 active; also: potency is read from the fitted curve at half-maximal effect; series mostly up to about 57 µM; % is scaled to controls: 0 for no effect and ±100 for the full control effect; nearly all actives have a fitted effect of over 65% in size
PI5P4K alpha inh: inhibitors of human PI5P4K alpha; 1.2% of 330,000 active; PI5P4Kalpha enzyme, ADP-Glo luminescence, 60 min; hits give low values; AID 652105; P48426; max response, %; active = max response of -50% or lower; inconclusive = between -30% and -50%; inactive = -30% or higher; also: value at the top dose of about 77 µM; % is scaled to controls: 0 for no effect and ±100 for the full control effect
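Human PI5P4Kalpha with substrate in 0.038 M HEPES pH 7.4, 0.28 mM EGTA, 0.1% CHAPS, 5% DMSO; reaction started with 5 microM ATP (final), 60 min at room temperature. ADP formed read by ADP-Glo luminescence.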
EPAC1 antagonist: blocks human EPAC1 exchange factor | Potency, µM (highest dose often 115 µM), inactives show at the top dose activity change, negative = inhibition, usual class: inhibitors | O95398 | 0.14% of 360,000 active | EPAC1 GEF assay, Rap1b-BODIPY-GDP exchange fluorescence;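 also: potency is read from the fitted curve at half-maximal effect; plate controls were vehicle for no effect and positive control for full effect; nearly all actives have a fitted effect of over 50% in size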
IL2 activator: IL-2 activation; AID 652025; IL-2 activation reporter assay, cell-based qHTS; stimulated with anti-CD3/CD4/CD28 beads; in transgenic mouse T cells; activation, % (series mostly up to about 46 µM); 0.065% of 360,000 active; in the data active = activation above about 50%; inconclusive = mostly about 30% to 49%; also: 0% is about no effect
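Unstimulated transgenic mouse T cells, 750 per well, received compound and, after 60 minutes, anti-CD3/anti-CD4 bead plus anti-CD28 stimulation. EGFP and DsRed were quantified after 18 hours.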
* hit, by the source's call; ? = inconclusive; · = no result given; [ ] = remark or other dose. Unless noted, calls follow the shape of the dose curve; as a rule, active = well fitted curve in the direction sought with a large enough effect; inconclusive = small, poorly fitted or top-dose-only effect, or another doubt; inactive = no such curve, though single readings can be large; an effect the other way counts as inactive or inconclusive.

SMILES | WRN helicase inh | EPAC1 ag | EPAC2 agonist | CCT modulator | PLK1 PBD block | PI5P4K alpha inh | EPAC1 antagonist | IL2 activator
COc1cc(/C=C/C(=O)NC(=O)c2ccccc2O)ccc1OC(C)=O | -7% | -11% | 4% | 0.9 | 3% | -3 | 2% | -0.3
Cc1c(C(=O)N(C)Cc2ccc(F)cc2)sc(=O)n1Cc1ccc(Cl)c(Cl)c1 | -5%[57.1 µM] | -5% | 2% | -8.6 | -3% | 9 | -16% | -0.8
CCN(CC)S(=O)(=O)c1ccc(N2CC(C(=O)N3CCOCC3)CC2=O)cc1 (stereo unspecified) | 6% | 21% | 1% | -2.3 | -8% | 2 | -2% | 3.6
CN(C)S(=O)(=O)N(CC(=O)NCc1ccccc1)c1ccccc1 | -12% | 8% | 5% | -2.4 | -10% | · | -2% | -0.9
Nc1ncnc2c1ncn2[C@@H]1O[C@H](C(=O)N2CCC[C@@H]2C(=O)OCc2ccccc2)[C@@H](O)[C@H]1O | -5% | 2% | 7% | 0.3 | -4% | 3 | 7% | -0.8
O=c1c2cc3c(cc2[nH]c(=S)n1C1CCN(Cc2ccccc2)CC1)OCO3 | -7% | 2% | -5% | 0.8 | -1% | -4 | -6% | -4.0
CC1=NN(c2ccc(F)cc2)C(=O)C1C(c1cccc(O)c1)c1c(C)[nH]n(-c2ccc(F)cc2)c1=O (stereo unspecified) | ? | -5% | 2% | 0.0 | 5.3µM* | -10 | -17% | 0.3
Cc1ccc(S(=O)(=O)NNC(=O)c2ccoc2C)cc1 | 4% | 6% | 5% | 0.1 | 1% | 1 | 1% | -2.8
CN1CCC(N(C)C(=O)c2cc(S(=O)(=O)N(C)c3ccccc3)ccc2Cl)CC1 | -4% | -3% | 5% | 1.3 | -14% | 8 | 6% | -0.9
CCCC(C)NNC(=O)c1cc2ccccc2[nH]1 (stereo unspecified) | -7% | 2% | 8% | -1.2 | -2% | · | -1% | -0.9
CCN1CCN(C(=O)NC2CC(=O)N(c3ccc(OC)cc3)C2)CC1 (stereo unspecified) | -5% | 14% | 12% | 0.2 | -11% | 1 | 8% | 0.5
COc1ccc(CCN=C(N)NS(=O)(=O)c2cc(F)ccc2OC)cc1 | 2% | 12% | 0% | -1.1 | -1% | 0 | -6% | -1.4
CCc1nc(SCC(=O)N2CCCCC2)c2c(=O)n(C)c(=O)n(C)c2n1 | 9% | 3% | 13% | -3.1 | -18% | 3 | -1% | -5.4
CC1(C(=O)Nc2ccc3c(c2)OCO3)CC1(Cl)Cl (stereo unspecified) | -11% | -1% | 14% | -3.3 | -14% | -6 | 1% | -2.1
Cc1c(Cl)cccc1NC(=O)CNC(=O)c1ccc2c(c1)OCCO2 | 0% | 0% | 8% | 1.9 | -5% | -4 | ? | 0.3
COC(=O)c1sc(NC(=O)COc2c(C)cccc2C)nc1C | -10% | 8% | 8% | -3.7 | -2% | -1 | -12% | -4.8
COCCCn1c(=O)/c(=C\c2ccccc2OC(F)F)s/c1=C(/C#N)C(N)=O | -6% | 5% | 11% | -1.2 | 3% | 4 | -4% | 0.1
C=CC[C@H](CC(=O)NCCO)C(=O)N[C@H](COC(=O)[C@@H](CC=C)CC(=O)OC(C)(C)C)Cc1ccccc1 | 17% | 10% | -8% | -2.2 | -2% | -1 | -1% | -0.4
CC12CNCC(C)(CN(C(c3ccccc3)c3ccccc3)C1)C2 | -1% | 4% | -19% | 0.0 | -7% | 6 | 9% | -0.5
Cc1cccc(N(CC(=O)Nc2cccnc2)S(C)(=O)=O)c1 | -6% | -3% | 7% | 0.8 | 1% | 0 | 26% | -0.6
Cc1ccc(N2C(=O)c3ccccc3C2Nc2cccnc2)nc1 (stereo unspecified) | 2% | 9% | 2% | 0.6 | -3% | -1 | -24% | -2.0
O=C(O)CCCCCNS(=O)(=O)c1cccc2nsnc12 | -1% | -4% | -9% | -4.1 | -4% | 0 | 16% | -1.3
Cc1ccc(O)c(C(=O)c2cc(C(=O)NCCc3ccccc3)c(=O)n(CCc3ccccc3)c2)c1 | -20% | 19% | -3% | -3.1 | -2% | 2 | 4% | -0.6
O=C1c2ccccc2NC(c2ccccc2)N1/N=C/c1ccccc1 (stereo unspecified) | -13%[57.1 µM] | -3% | 4% | -2.0 | -5% | 1 | 3% | -1.0
CCOC(=O)N1CCN(C(=O)C[C@@H]2C[C@@]3(C(=O)OC)CC(C)(C)CC=C3N(Cc3cccc4ccccc34)C2=O)CC1 | 0% | 1% | -2% | · | 3% | 0 | -11% | -0.2
CC(C)CN(CC(C)C)S(=O)(=O)N1CCC(C(=O)NCCc2ccc(Cl)cc2)CC1 | -10% | -20% | -20% | -4.4 | 6% | · | -7% | -1.8
COc1ccccc1NC(=S)N1CCCC1 | -8% | 1% | 5% | 1.6 | -3% | 3 | -17% | -0.8
CCOc1ccc(-n2c(N)c(C(=O)NCc3ccco3)sc2=S)cc1 | -12% | -3% | 3% | -1.7 | 21µM* | ? | 5% | 0.3
Cc1ccc(OCCCC(=O)N(C)CC(=O)Nc2c(C)cccc2C)cc1 | 3% | 4% | 4% | 0.1 | -8% | 0 | 1% | -1.0
COc1ccc(C(=O)NC(=S)Nc2ccc(S(=O)(=O)Nc3cc(C)on3)cc2)cc1OC | -27% | -1% | 5% | -2.0 | -10% | -29 | -22% | -0.5
COC(=O)C1CCN(C(=O)CN2C(=O)c3ccccc3S2(=O)=O)CC1 | 3% | 2% | 3% | -0.4 | 4% | 11 | 5% | 0.2
Cc1c(/C(O)=C2/C(=O)C(=O)N(CCN3CCOCC3)C2c2cccs2)cnn1-c1ccccc1 (stereo unspecified) | -6% | -6% | 2% | -1.5 | -5% | -10 | -4% | 2.5
N#Cc1ccc(Oc2nc(C#N)cc(-c3ccccc3)n2)cc1 | -1% | 4% | 5% | -0.2 | -4% | 9 | 8% | -5.2
Cc1ccc(O)c(NC(=O)COc2cc(C)ccc2C)c1 | 1% | -3% | -2% | -3.0 | ? | -12 | 3% | -1.2
COCCN1CCN(c2c3c(nc4cc(-c5cccc(F)c5)nn24)CCC3)CC1 | -14% | 7% | -2% | -1.6 | -6% | -9 | 2% | -3.1
NCCCC[C@@H](C(=O)N1CCNCC1)n1cc([C@@H](N)CC(N)=O)nn1 | -5% | 12% | 10% | 0.2 | -10% | -4 | -2% | 0.2
Cc1ccc(C(=O)NNC(=O)CCC(=O)NCc2ccccc2)cc1Br | 1% | 9% | 13% | 0.9 | -9% | -4 | 2% | -1.8
CC(Sc1nnc(NC2CCCCC2)s1)C(=O)N1CCOCC1 (stereo unspecified) | 0% | -2% | 6% | -0.3 | -4% | 7 | 6% | -5.5
CCCOc1ccc(CCC(=O)N/N=C/c2ccc([N+](=O)[O-])o2)cc1 | -1% | 1% | -4% | 0.8 | -2% | -3 | -11% | 0.0
Nc1ccc2oc3ccc(N)cc3c(=O)c2c1 | -13%[57.1 µM] | 9% | 7% | -0.3 | -2% | · | -8% | -0.8
Cc1cc(-c2n[nH]c(=S)n2-c2ccccc2)nn1C | -9% | -2% | 9% | 0.8 | 4% | 3 | -2% | -2.0
O=C(Nc1ccc2c(c1)C(=O)c1ccccc1-2)c1ccccc1 | 7% | -1% | 0% | -0.7 | 2% | -6 | -8% | 0.1
CCOC(=O)NC(Nc1ccc(S(N)(=O)=O)cc1)(C(=O)OCC)C(F)(F)F (stereo unspecified) | -4% | 7% | 2% | -0.9 | -7% | 4 | -8% | -0.4
O=C(Cc1ccccc1)NC1CCN(S(=O)(=O)c2cccc(F)c2)CC1 | -4% | -1% | -1% | -0.7 | 1% | 1 | -2% | -1.4
COC(=O)c1cccc(NC(=O)C23CC4CC(C2)CC(n2cncn2)(C4)C3)c1 | 10% | 9% | 4% | 0.1 | -4% | · | 5% | -2.4
CN(C1CCCCC1)S(=O)(=O)c1ccccc1 | 8% | 5% | -5% | -3.8 | -4% | · | 5% | 1.7
O=C(NCCC1=CCCCC1)C1CCCN(S(=O)(=O)c2ccccc2)C1 (stereo unspecified) | -3% | 7% | -13% | -1.1 | -3% | -2 | -1% | -0.3
Cc1ccccc1NC(=O)CSCCO | 1% | 15% | 10% | -1.4 | -1% | · | -17% | -1.2

Sorted by length of the SMILES (lowest first): some entries from above.
SMILES | WRN helicase inh | EPAC1 ag | EPAC2 agonist | CCT modulator | PLK1 PBD block | PI5P4K alpha inh | EPAC1 antagonist | IL2 activator
CC(Sc1nnc(NC2CCCCC2)s1)C(=O)N1CCOCC1 (stereo unspecified) | 0% | -2% | 6% | -0.3 | -4% | 7 | 6% | -5.5
Cc1ccc(C(=O)NNC(=O)CCC(=O)NCc2ccccc2)cc1Br | 1% | 9% | 13% | 0.9 | -9% | -4 | 2% | -1.8
CCOC(=O)NC(Nc1ccc(S(N)(=O)=O)cc1)(C(=O)OCC)C(F)(F)F (stereo unspecified) | -4% | 7% | 2% | -0.9 | -7% | 4 | -8% | -0.4

The results go on:
SMILES | WRN helicase inh | EPAC1 ag | EPAC2 agonist | CCT modulator | PLK1 PBD block | PI5P4K alpha inh | EPAC1 antagonist | IL2 activator
CCCC(=O)C1=C(O)C(C(=O)OC)C(C)(C)CC1=Nc1ccc(C)cc1 (stereo unspecified) | -9% | -4% | 5% | 0.0 | -6% | 2 | -11% | 1.2
COc1cc(COc2ccc3c(C)c(CC(=O)O)c(=O)oc3c2C)cc(OC)c1OC | -11% | 5% | 6% | -0.5 | 3% | 3 | -2% | 2.4
Nc1ncnc2c1cnn2C1CCCCC1 | 1% | 8% | 5% | -1.1 | -11% | 0 | 1% | -0.1
O=C(NC1CC1)C1=C[C@@H](c2csc3ccccc23)C[C@@H](OCc2ccc(CO)cc2)O1 | -2% | 11% | 12% | 0.2 | -11% | 6 | 11% | 0.4
O=C(CSc1ccccn1)N1CCN(c2ccc(Cl)cc2)CC1 | 6% | -4% | -3% | 2.9 | 24µM* | -1 | 2% | -4.1
COc1ccc(C(=O)NNC(=S)NC(=O)C(C)(C)C)cc1 | -7% | 9% | 14% | -1.9 | -7% | -12 | 7% | -0.7
F[B-](F)(F)c1cc2ccccc2s1 | 9% | -10% | 9% | -2.1 | -1% | -8 | 4% | -0.5
COC(=O)c1ccc(S(=O)(=O)N2CCN(C(c3ccccc3)c3ccccc3)CC2)n1C | -5% | -3% | 5% | -0.4 | 3% | 1 | 0% | -0.4
O=C(CN(C(=O)CCC(=O)Nc1ccccn1)c1cccc(F)c1)NCc1ccc2c(c1)OCO2 | -3% | -3% | 4% | -0.8 | -8% | -6 | -7% | 1.1

This is a subset; the hit share may differ from the screen's.
